From PubChem BioAssay
PPARg SRC1 recr: PPARgamma-driven SRC-1 recruitment agonism; activation, % at 8 µM; PPARgamma-SRC-1 coactivator recruitment biochemical assay; P37231; hit rate 0.41% among 200,000; AID 631; in the data active = activation above about 19%;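 note: 0% = DMSO and 100% = reference agonist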
L major viab: Leishmania major promastigote growth inhibition; Leishmania major promastigotes, resazurin fluorescence viability; inhibition, % at 10 µM; hit rate 9% among 200,000; AID 1063; in the data active = inhibition above about 50%;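 note: promastigotes grown with compound for 44 hours at 28 °C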
PPARg SRC2 recr: promotes SRC-2 coactivator recruitment by human PPARgamma; P37231; PPARgamma LBD-SRC-2 recruitment, biochemical; activation, % at 8 µM; hit rate 0.34% among 200,000; in the data active = activation above about 22%;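 note: 0% = vehicle and 100% = reference agonist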
S1P3 antag: S1P3 (human) receptor antagonism; Q99500; CHO S1P3 NFAT-BLA reporter, FRET fluorescence, antagonist mode; inhibition, % at 4.98 µM; hit rate 0.27% among 170,000; AID 485;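 active = inhibition above the plate cutoff, the mean inhibition of test wells on that plate plus 3 SD, cut at about 28% in these data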;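 note: cells challenged with S1P at its EC80 of 0.8 µM; blue over green emission ratio from cleaved BLA substrate after 4 h stimulation; 0% = S1P-stimulated wells and 100% = unstimulated DMSO-only wells; some compounds past the cut are filed as inactive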
Target sequence (Q99500 whole entry, looked up): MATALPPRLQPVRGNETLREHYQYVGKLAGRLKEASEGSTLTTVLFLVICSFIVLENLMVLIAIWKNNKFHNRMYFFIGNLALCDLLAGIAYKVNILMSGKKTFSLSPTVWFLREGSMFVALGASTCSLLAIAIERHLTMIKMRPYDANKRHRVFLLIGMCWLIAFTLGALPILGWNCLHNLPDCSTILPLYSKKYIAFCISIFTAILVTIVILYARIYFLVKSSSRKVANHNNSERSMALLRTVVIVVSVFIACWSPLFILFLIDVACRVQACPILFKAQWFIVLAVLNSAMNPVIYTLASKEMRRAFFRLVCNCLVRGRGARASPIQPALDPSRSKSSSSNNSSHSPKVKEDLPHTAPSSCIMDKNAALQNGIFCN
DTT redox prof: compounds producing H2O2 with reducing agent – biochemical, NIH compound library profiling, artefact control for MLSCN library redox annotation, primary screen; hit rate 0.03% among 200,000; AID 878; activation, % at 10 µM; DTT-dependent redox cycling H2O2, phenol red/HRP absorbance; 100% = 100 µM peroxide control, 0% = buffer;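 active = activation of at least 50% relative to the plate's high and low controls in the primary single-dose screen; inactive = activation below 50%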;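 note: compound incubated with DTT at 0.8 mM final as the reducing agent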
RAM inhibit: blocks the yeast RAM network; S. cerevisiae dse1pr::URA3 reporter, 5-FOA growth OD615, 2 d; analog-sensitive cbk1-as2 kinase mutant strain; inhibition, % at 50 µM; hit rate 1.8% among 190,000;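 active = inhibition above a set limit, 3 SD over mean compound inhibition, cut at about 8.4% in these data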;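 note: 0% = DMSO-only wells with no growth and 100% = 10 µM 1-NA-PP1 full growth; inhibition rescues growth on 5-FOA so higher OD means more RAM inhibition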
ROMK mod: modulates human ROMK potassium channel activity. P48048. Tet-inducible ROMK, thallium flux fluorescence; actives lie on both sides. B-score at 10 µM. hit rate 2% among 130,000;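 active = signal ratio slope over the read window, or its plate-corrected B-score, at least 3 SD from the plate mean, either direction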;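 note: B-score of the F/F0 ratio slope over 7 to 12 s after thallium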
Target sequence (P48048 whole entry, looked up): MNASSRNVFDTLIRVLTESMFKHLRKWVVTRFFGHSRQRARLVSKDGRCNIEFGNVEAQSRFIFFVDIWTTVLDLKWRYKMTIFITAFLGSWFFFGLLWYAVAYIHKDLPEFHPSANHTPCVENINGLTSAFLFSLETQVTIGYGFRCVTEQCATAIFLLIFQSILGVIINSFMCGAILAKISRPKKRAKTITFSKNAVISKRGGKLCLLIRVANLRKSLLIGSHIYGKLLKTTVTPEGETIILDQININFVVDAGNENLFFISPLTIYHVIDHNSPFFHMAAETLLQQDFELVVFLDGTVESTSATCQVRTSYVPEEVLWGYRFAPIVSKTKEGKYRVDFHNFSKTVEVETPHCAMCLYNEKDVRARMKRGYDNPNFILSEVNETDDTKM
PPARg SRC-3 ag: promotes SRC-3 coactivator recruitment by human PPARgamma; hit rate 0.26% among 200,000; P37231; biochemical PPARgamma/SRC-3 coactivator recruitment assay; activation, % at 8 µM; in the data active = activation above about 23%;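 note: 0% = DMSO and 100% = reference agonist; some compounds past the cut are filed as inactive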
HMGR II inh: blocks class II HMG-CoA reductase of Enterococcus faecalis; purified E. faecalis HMGR, NADPH absorbance 340 nm kinetic; inhibition, % at 10 µM; hit rate 0.41% among 190,000;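 active = inhibition above a set limit, the median over all tested compounds plus 3 SD, cut at about 9.5% in these data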;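 note: enzyme runs in reverse so mevalonate oxidation gives rising NADPH absorbance; 0% = complete reaction with DMSO and 100% = background rate lacking mevalonate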
TR-FRET SRC-2 ct: counter-screen for PPARgamma SRC-2 recruitment agonists: TR-FRET artefact; hit rate 0.4% among 200,000; stronger effect = higher value; TR-FRET ratio at 8 µM; in the data active = TR-FRET ratio above about 2000; note: inactives centre near 1500; reference of the scale not given here
bIAP inhibitor: blocks bovine intestinal alkaline phosphatase activity | purified bovine IAP, CDP-star luminescence, 30 min | inhibition, % at 20 µM | 190,000 tested, under 10 active | AID 1019;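 active = over 50% inhibition of intestinal alkaline phosphatase at 20 µM in the single-dose screen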
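Assay system: bovine IAP enzyme; medium: DEA buffer 100 mM, pH 9.8, with MgCl2 1.0 mM, ZnCl2 0.02 mM; doses: 20 µM single dose; incubation: enzyme reaction for 30 min at room temperature; detection: CDP-star luminescence signal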
Starred values were filed as active, the others as inactive; x = no result given; & = joins results of further samples.

Order of values – PPARg SRC1 recr	L major viab	PPARg SRC2 recr	S1P3 antag	DTT redox prof	RAM inhibit	ROMK mod	PPARg SRC-3 ag	HMGR II inh	TR-FRET SRC-2 ct	bIAP inhibitor
O=C(O)c1ccc(CSc2nc3ccc(NC(=O)c4ccccc4C(=O)O)cc3s2)cc1
 : -3	-8	5	-10	-0.6	1.2	-0.016	-7	-2	1434	-5
Cn1cc(/C=C(\C#N)C(=O)Nc2ncc(Cc3ccc(Cl)cc3)s2)c2ccccc21
 : -1	22	-8	7	1.0	8.1	x	-3	1	1460	-3
Cc1occc(=O)c1O
 : 8	-8	-4	-17	-0.2	-0.3	x	0	3	1670	14
Cn1c(Oc2ccc(Cl)c3cccnc23)nc2c1c(=O)n(Cc1ccccc1Cl)c(=O)n2C
 : 0	1	1	x	0.9	2.0	x	-12	-3	1407	2
Cc1cc(CNC(=O)COc2ccccc2)c2ccccc2n1
 : 4	-1	0	-4	-0.2	-0.1	-1.7	-4	-4	1455	6
CCNc1nc(Oc2ccc(=O)n(-c3ccccc3)n2)nc(N(C)C)n1
 : -3	0	-6	x	2.8	1.5	x	-3	0	1374	6
COc1cccc(-n2nc(C(=O)N3CC(C)CC(C)C3)c3ccccc3c2=O)c1 (stereo not drawn)
 : -6	4	3	x	-0.3	2.0	-0.19	9	-1	1599	4
COc1ccc2nc(NNC(=O)C3COc4ccccc4O3)sc2c1 (stereo not drawn)
 : -5	-7	2	4	0.2	0.8	-0.88	-2	-5	1373	-1
CCn1c(O)c(/C=N/N=C/c2ccccc2)c2ccc(C3=NNC(=O)CC3)cc21
 : 4	89*	9	x	1.4	2.0	-0.26	9	-3	1641	27
COc1ccc2nc(NC(=O)CN(c3ccc(C)cc3)S(=O)(=O)c3c(C)nn(C)c3C)sc2c1
 : 11	80*	-6	18	0.0	5.7	-1.3	-3	-1	1665	-14
Cn1c(=O)[nH]c(=O)c2c1nc(NC1CCCCC1)n2CC(=O)NC1CCCCC1
 : -2	2	0	-4	2.6	1.8	x	-11	-1	1465	4
CC(C)(C)NC(=O)CSCc1c(Cl)cccc1Cl
 : 2	-4	2	0	0.1	1.4	-0.58	3	1	1398	18
O=C(NCC1CCCO1)C(c1cccs1)N(Cc1ccccc1)C(=O)c1ccc(-c2ccccc2)[nH]1 (stereo not drawn)
 : 2	68*	10	-4	-1.2	10*	-1.4	3	-5	1735	11
Cc1ccc(Nc2nc(C)c(CCC(C)C)c(=O)[nH]2)cc1
 : 3	20	5	10	-4.7	3.1	0.04	14	-2	1538	23
COC(=O)CSc1nnc(CNC(=O)c2ccccc2OC)n1C
 : -3	-5	5	0	2.0	1.3	x	6	0	1755	-9
Cc1cc(C)c2cc(C#N)c(NCCNC(=S)NCCCN3CCOCC3)nc2c1
 : 3	2	0	4	-0.8	-0.1	0.83	-7	0	1499	7
O=C(CSc1nc2c(sc3ccccc32)c(=O)n1CCO)NCC1CCCO1 (stereo not drawn)
 : 11	-7	0	-21	2.7	3.1	-0.21	-12	1	1442	5
Cn1c(=O)cc(SCC(=O)Nc2cccnc2)c2ccccc21
 : 66*	0	62*	-16	-0.8	2.1	x	93*	-2	3288*	1
Cc1ccc(CS(=O)(=O)CCC(=O)NCc2cccs2)cc1
 : -5	-5	6	-11	1.5	1.6	x	5	6	1459	0
O=C1CCCN1CC1CCN(Cc2nc(CC3CC3)no2)CC1
 : 4	-4	2	-2	-0.1	1.6	0.29	-2	-11	1541	7
CCOc1c(Cl)cc(CNCc2ccccn2)cc1OC
 : 2	-2	9	-10	3.9	1.8	-0.63	3	-1	1575	-12
N#Cc1ccccc1NC(=O)c1ccc(-c2ccccc2Cl)o1
 : -6	3	0	22	0.1	7.5	-0.3	-10	1	1370	9
COc1cc(C(=O)OCCNC(=O)c2ccncc2)cc(OC)c1OC
 : 2	-5	4	2	0.5	-0.8	x	-6	1	1526	6
CN1C(=S)SC(N(O)C(=O)Nc2cccc3ccccc23)C1(C)C (stereo not drawn)
 : 12	6	0	x	1.4	0.9	x	-12	-4	1700	0
Cn1cnnc1SC(C(=O)Nc1ccc(F)cc1)c1ccccc1 (stereo not drawn)
 : -1	-2	3	x	-0.1	3.9	-0.39	-10	4	1488	7
CCC1(C)Cc2c(sc3c2c(=O)n(C)c2nnc(SCc4ccccc4)n32)CO1 (stereo not drawn)
 : 5	-2	-4	x	1.3	4.8	-0.14	1	-3	1575	-1
Cc1ccc(N=C(N(C)C)P(=O)(N(C)C)N(C)C)c(C)c1
 : 4	-2	9	-1	-0.2	0.3	1.1	2	-1	1561	-8
COc1ccc(NC(=O)N2CCCCC2c2cccnc2)cc1 (stereo not drawn)
 : -6	85*	-1	0	0.1	0.3	x	-6	-2	1410	4
Cc1ccc(Sc2sc(=O)n(C)c2S(=O)(=O)c2ccc(C)cc2)cc1
 : 5	6	0	-8	0.0	3.0	0.47	-3	0	1434	-16
CN(C)S(=O)(=O)c1cccc(NC(=O)COC(=O)c2cccn2C)c1
 : -8	-3	8	-9	-3.2	0.4	-0.29	0	-8	1457	-21
CNC(=O)/C(=C\c1cccc(Oc2ccccc2)c1)NC(=O)c1ccccc1
 : 4	3	4	22	0.2	1.9	x	-1	0	1400	21
Brc1ccccc1-c1nnc2sc(-c3ccc4c(c3)OCCO4)nn12
 : 4	6	8	-5	3.6	2.6	x	4	0	1808	15
CCCCC(=O)Nc1ccc(NC(=S)NC(=O)CC(C)C)cc1OC
 : 9	-8	-8	9	0.0	5.8	x	-3	1	1560	-15
Cc1cccc(N2CCN(C(=O)CN(C)S(=O)(=O)c3ccc4c(c3)CCC(=O)N4)CC2)c1C
 : 2	-6	7	x	-1.2	0.7	x	1	-1	1660	-11
O=[N+]([O-])c1nn(-c2ccc3c(c2)OCCO3)n(O)c1=NCc1ccc(F)cc1
 : 13	97*	7	-13	-0.4	3.8	-0.17	6	-4	1660	1
Cc1cc(OCCOCCN(C)C)ccc1Cl
 : 5	89*	6	-10	-0.1	1.3	-0.074	2	-3	1596	-35
Cc1ccc(-n2c(Cc3noc4ccccc34)n[nH]c2=S)cc1
 : -2	2	7	-12	0.5	-0.4	-0.81	2	3	1714	11
Cc1cc(NC(=O)c2ccc(Br)c([N+](=O)[O-])c2)no1
 : 0	20	-5	-6	-0.1	-1.5	0.26	-6	-6	1617	2
Cc1ccc(-c2noc(CCCc3ccccc3)n2)cc1
 : -5	-3	-2	x	1.9	0.7	x	-6	0	1397	9
Cc1ccc(Nc2nnc(SCc3cc(=O)n4ccsc4n3)s2)c(C)c1
 : 4	10	3	-10	0.6	1.3	x	9	-7	1780	-11
COc1ccc(/C(N)=N/OC(=O)c2ccc3c(c2)OCO3)cc1OC
 : -9	9	-4	x	-3.7	4.2	x	0	x	1425	8
CN(C)/C=C1/C=C(c2ccccc2)OC1=O
 : 6	-3	13	x	-0.4	-0.5	0.76	11	-1	1651	18
CCOC(=O)/C(=C\C=C1/Sc2cc(OCC)c(OCC)cc2N1CC)C(C)=O
 : -2	34	-1	18	-0.5	0.6	x	4	-4	1656	19
CCN1C(=O)CC(C(=O)Nc2ccc(F)cc2)SC1=Nc1ccc2c(c1)OCO2 (stereo not drawn)
 : 2	18	12	17	-3.1	3.1	x	1	2	1554	18
CCOC(=O)C(C(=O)OCC)C(C)C#CCN1CCCCC1 (stereo not drawn)
 : -6	5	-5	10	2.7	1.4	-0.16	3	3	1316	-6
O=C1OCCN1C(=O)[C@H]1[C@H](c2ccc(F)cc2)C(c2ccc(F)cc2)=NN1c1ccc(Br)cc1
 : 1	7	4	-21	1.0	4.5	0.073	2	-6	1716	-5
Nc1nnc(SCC(=O)OCC(=O)Nc2ccc(Br)cc2F)s1
 : 1	-8	11	-4	-0.5	1.9	-0.97	8	-1	1640	-1
COc1ccc(C(=O)CSc2nnc(COc3ccccc3)n2Cc2ccco2)cc1
 : 1	11	-2	-46	2.2	9.3*	x	8	1	1598	-5
O=C(c1ccc(Cl)cc1[N+](=O)[O-])N(Cc1ccccc1)Cc1ccccc1
 : -1	10	0	-6	0.3	13*	0.33	0	0	1529	24
CC(Sc1ccccc1)C(=O)N/N=C/c1cccnc1 (stereo not drawn)
 : 2	-3	2	-14	-0.3	0.6	-0.19	-1	0	1510	-2

Next part:
Order of values – PPARg SRC1 recr	L major viab	PPARg SRC2 recr	S1P3 antag	DTT redox prof	RAM inhibit	ROMK mod	PPARg SRC-3 ag	HMGR II inh	TR-FRET SRC-2 ct	bIAP inhibitor
CC(C)Cn1c(-c2csc3ccccc23)n[nH]c1=S
 : 4	-1	11	x	-3.4	0.9	x	17	5	1705	-30
COc1ccc(/C(C)=N/Nc2ccc(F)cc2F)c(O)c1
 : 8	-5	0	-6	0.7	1.6	1.7	0	-9	1423	-12
COC(=O)Nc1ccc(S(=O)(=O)N2CCC(C(=O)N(C)C3CCCCC3)CC2)cc1
 : 4	-7	14	-8	-0.1	2.4	0.29	8	-8	1697	-16
N#CC1=C(N)Nc2nc3ccccc3n2C1c1ccc(F)cc1 (stereo not drawn)
 : 9	-2	3	14	0.5	3.9	x	3	-1	1461	10
O=C(O)CNC(=O)c1ccc(Sc2ccccc2)c([N+](=O)[O-])c1
 : 12	-9	12	3	-0.9	0.8	0.37	1	-3	1538	9
CCOc1cc(/C=N/NC(=O)C(C)Sc2ccccn2)ccc1O (stereo not drawn)
 : 12	-3	9	-20	-0.4	0.5	x	6	-4	1681	3
Clc1ccc2c(c1)CCc1cccnc1C2=C1CCNCC1
 : -1&-2	16	8&0	20	0.1	2.2	-1.6	0&-2	2&1	1354&1513	3&6
O=C(COC(=O)/C=C/c1ccc(S(=O)(=O)N2CCOCC2)cc1)NCc1ccccc1
 : 6	4	-10	-20	-0.3	3.4	1.5	-2	-1	1417	15
O=C(CCCSc1nnc(Nc2ccccc2F)s1)N1CCOCC1
 : 6	2	1	-18	-1.8	1.8	-0.59	-2	-7	1569	-20
CC(C)NC(=O)NC(=O)CSc1nncn1C
 : 5	-7	4	x	-1.5	2.0	0.24	1	-6	1525	8
CC(C)(C)c1ccc(OCC(=O)N/N=C/c2cc(Br)ccc2OC(=O)c2ccco2)cc1
 : -2	94*	-2	x	-3.9	1.9	-0.65	1	-2	1511	21
CCOC(=O)Cc1ncccc1C(=O)Nc1ccc(Oc2ccccc2)cc1
 : 17	25	3	1	-1.6	0.8	-1.6	2	-5	1516	-19
O=C(CSc1nnnn1Cc1ccccc1)c1ccccc1
 : 3	-5	3	-25	1.4	0.5	x	-10	-5	1315	22
Cc1nn(C)c(Oc2ccc(Cl)cc2)c1C(=O)O
 : 3	-6	11	x	1.8	0.8	x	-3	2	1434	12
